SV40 large T antigen: TAg ATPase/helicase activity blockers – biochemical (AID 1903); SV40 large T antigen ATPase/helicase inhibition assay; higher % means a stronger effect; one-dose inhibition, % at 20 µM; IC50 in µM for titrated hits; 310,000 tested, 0.39% active; in the data active means a potency from the dose series; further: strong numbers were not always called active
MgcRacGAP inhibition: MgcRacGAP GTPase-activating activity inhibitors, confirmation, biochemical, ADP Hunter fluorescence. inhibition, % at 30 µM; hits with a dose series show IC50 in µM. AID 624330. 340,000 tested, 0.6% active. MgcRacGAP-stimulated Rac1 GTP hydrolysis, ADP Hunter fluorescence; higher % means a stronger effect; GST-tagged Rac1 F28L mutant substrate;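 active means first-screen hits whose inhibition reached a set limit at any dose in the follow-up dose series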;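 further: fluorescence reports GDP produced by GAP-driven GTP hydrolysis; strong numbers were not always called active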
LYP phosphatase: inhibitors of LYP phosphatase, biochemical, fluorescence intensity, uHTS (AID 1779); inhibition, % at 11.5 µM; hits with a dose series show IC50 in µM; 290,000 tested, 0.054% active; recombinant LYP phosphatase, fluorescence intensity; higher % means a stronger effect; in the data active means inhibition above about 50%;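 further: plate controls were vehicle with enzyme for no effect and no enzyme for full effect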
NTR1 ag: NTR1-driven beta-arrestin-GFP spot formation – imaging, U2OS cells, high content, primary screen (AID 493036) | agonist mode | activation, % at 20 µM | 330,000 tested, 0.17% active | P30989;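 active means activation at or above 40% of the spot to cytoplasm intensity ratio, with at least 20 cells analyzed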;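 further: 0% = DMSO without peptide and 100% = 100 nM NTR1 peptide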
Target sequence (P30989 whole entry, looked up): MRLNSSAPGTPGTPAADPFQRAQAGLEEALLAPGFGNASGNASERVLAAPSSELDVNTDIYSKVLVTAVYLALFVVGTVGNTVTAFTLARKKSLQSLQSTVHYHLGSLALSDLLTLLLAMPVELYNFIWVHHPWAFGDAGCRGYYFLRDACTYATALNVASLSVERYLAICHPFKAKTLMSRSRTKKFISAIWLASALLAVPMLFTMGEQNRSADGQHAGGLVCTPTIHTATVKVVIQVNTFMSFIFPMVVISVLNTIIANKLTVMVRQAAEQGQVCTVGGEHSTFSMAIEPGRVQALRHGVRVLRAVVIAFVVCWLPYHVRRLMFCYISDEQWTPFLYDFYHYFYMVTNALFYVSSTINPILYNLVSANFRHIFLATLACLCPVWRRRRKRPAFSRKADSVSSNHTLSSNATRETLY
T cell HTS: T cell immune modulators affecting CD8 T cell-vesicle binding | 2C CD8+ T cell-vesicle binding, flow cytometry; stronger effect = lower value | calls only at 7 µM | 330,000 tested, 0.068% active | AID 2052;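 active means response, share of CD8 T cells binding vesicles, and their 90th percentile fluorescence all below set limits, cut at about 80% in these data, passing the limit was not always enough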
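Benchmarks: naked versus QL9-loaded vesicles / Assay system: purified 2C TCR transgenic mouse naive CD8+ T cells / Technique: high-throughput flow cytometry with anti-B7-1 and anti-CD8 staining / Timing: Cell–vesicle co-incubation 1.5 h at 37 °C, staining 20 min on ice / Read-out: percent CD8+ FL2 mean versus row control / Probe or stimulus: QL9-loaded Drosophila micro-vesicles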
GPR55 antagonists: inhibition of LPI-stimulated GPR55 beta-arrestin translocation – imaging, U2OS, beta-arrestin-GFP, LPI agonist, primary screen (AID 2013); U2OS GPR55 beta-arrestin-GFP translocation imaging, LPI antagonism; higher % means a stronger effect; one-dose inhibition, % at 10 µM; IC50 in µM for titrated hits; 290,000 tested, 0.13% active;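 active means spots per cell inhibited over 60%, with over 100 cells counted and total cytoplasm intensity under 500,000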;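 further: U2OS cells stably carrying GPR55 and arrestin-GFP stimulated by 5 µM LPI near EC80; imaged beta-arrestin-GFP aggregate spots per cell after agonist stimulation; plate controls were LPI-stimulated DMSO wells for no effect and DMSO wells without LPI for full effect; some results filed as inactive read as strong as hits; confirmed hits need IC50 under 10 µM and bright autofluorescent wells are also inconclusive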
GPR55 activation: selective activators of receptor GPR55 – imaging, U2OS cells, beta-arrestin-GFP redistribution, primary screen (AID 1961). U2OS GPR55 beta-arrestin-GFP redistribution imaging; higher % means a stronger effect. one-dose activation, % at 10 µM; EC50 in µM for titrated hits. 290,000 tested, 0.048% active;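 active means activation above 40% with more than 50 cells counted in the well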;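 further: U2OS osteosarcoma cells stably expressing GPR55 and beta-arrestin-GFP; plate controls were DMSO negative control for no effect and LPI positive control for full effect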
GPR35 antagonists: GPR35 antagonists blocking zaprinast-driven arrestin recruitment, primary screen, imaging, U2OS, beta-arrestin-GFP, zaprinast agonist (AID 2058); U2OS GPR35 beta-arrestin-GFP translocation imaging, zaprinast antagonism; higher % means a stronger effect; 290,000 tested, 0.052% active; inhibition, % at 10 µM; hits with a dose series show IC50 in µM;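 active means inhibition of at least 50% with at least 30 cells and total cytoplasm GFP at most 10,000,000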
Hep lipid drop: hepatic lipid droplet formation modulation. AML12 mouse hepatocytes, oleate lipid droplets, BODIPY imaging. inhibition, % at 6.5 µM. 240,000 tested, 0.4% active;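 active means lipid droplet intensity inhibited by at least 50%, with more than 500 cells counted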
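System: AML12 hepatocytes (mouse). Probe or stimulus: oleic acid at 100 µM to induce lipid droplet formation. Times: overnight treatment with compound plus oleate. Detection: Image-based BODIPY and DAPI two-channel analysis. Evaluation: percent inhibition of filter-corrected integrated lipid droplet intensity per well.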
Hep lipid drop cells 6.5 µM: also measured in Hep lipid drop; calls as there; cell count; measured here: cell count, cytotoxicity flag;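 cells counted across two imaged fields per well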
T cell HTS vesicle-bound %: further read-out of T cell HTS, marked with its call; double positive events, %; measured here: CD8+ vesicle-bound cell fraction;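 binding gate set so that unloaded-vesicle control wells show 10% double positive cells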
NTR1 ag cell count 20 µM: also measured in NTR1 ag; calls as there; cell count; measured here: cell count, cytotoxicity flag
Starred values were filed as active, the others as inactive; i = inactive; nt = no result given. Outcome played no part in choosing rows; about 1.8% have a hit in one of these screens.

entry	SMILES	NTR1 ag cell count 20 µM	LYP phosphatase	GPR55 activation	GPR35 antagonists	SV40 large T antigen	T cell HTS	GPR55 antagonists	Hep lipid drop	T cell HTS vesicle-bound %	Hep lipid drop cells 6.5 µM	NTR1 ag	MgcRacGAP inhibition
1	CC1CCC(NC(=O)C2CCN(S(=O)(=O)c3cccc4nonc34)CC2)CC1 (centres undefined)	48	-6%	-0.2%	-9%	6%	i	5%	24	25	820	0.8	10%
2	CCn1ccnc1CN(C)C(=O)c1cc(COc2ccc(OC)c3ccccc23)on1	51	-10%	-0.1%	-9%	3%	i	5%	-10	71	875	1.1	4%
3	Cc1c(NC(=O)CSc2nnc(N)s2)c(=O)n(-c2ccccc2)n1C	69	-11%	-0.3%	-2%	3%	i	3%	5	50	589	1.3	9%
4	CCNc1nc(NC(C)C)nc(N(C#N)C(C)C(=O)N(C)C)n1 (centres undefined)	83	-7%	-0.5%	2%	3%	i	-9%	-7	12	764	-1.8	4%
5	CCOc1ccc(C(=O)Nc2cccc(C)n2)cc1	38	-6%	-0.2%	-5%	0%	i	-14%	nt	42	nt	0.9	7%
6	CCNC(=O)CC1C(=O)N(C)C(=S)N1NC(=O)c1ccc(Cl)cc1 (centres undefined)	40	-8%	-0.1%	6%	8%	i	12%	nt	5	nt	-0.2	3%
7	CCOC(=O)N1CCC(NC(=O)c2cc(C(=O)Nc3ccc(S(=O)(=O)N4CCOCC4)cc3)ccc2CO)CC1	68	-8%	-0.4%	11%	-3%	i	4%	14	25	708	1.2	8%
8	COC(=O)c1ccc(OC(=O)C2CSC3(C)CCC(=O)N23)cc1 (centres undefined)	60	nt	nt	nt	14%	i	nt	nt	38	nt	-0.6	-1%
9	Cc1ccc(NC(=O)c2ccc(NC3=NC4CS(=O)(=O)CC4S3)cc2)cc1 (centres undefined)	44	-6%	-0.1%	-2%	13%	i	-7%	0	24	750	-0.7	7%
10	COc1ccc(NC(=O)c2noc(C(C)C)c2[N+](=O)[O-])cc1	75	-9%	0.4%	3%	9%	i	11%	4	46	678	-1.2	5%
11	CCC(C(=O)NC1CCCC1)N(C(=O)Cn1nnc(-c2ccc(OC)c(OC)c2)n1)C1CCCCC1 (centres undefined)	52	0%	0.3%	16%	5%	i	10%	nt	59	nt	1.8	8%
12	Cc1nc(SCC(=O)Nn2c(-c3ccccc3)nc3ccccc3c2=O)n[nH]1	53	-4%	-0.2%	11%	1%	i	14%	6	20	704	-1.5	3%
13	Cc1cc(NC(=O)Nc2cccc(Cl)c2)n(C(C)(C)C)n1	49	-6%	-0.1%	0%	-1%	i	3%	1	25	820	0.1	9%
14	COc1ccccc1NC(=O)CSC1=NC(=O)C(NC(C)=O)C(=O)N1 (centres undefined)	46	-7%	0.6%	-5%	6%	i	4%	0	20	736	1.5	1%
15	O=C(CCc1ccc(O)c(O)c1)NNC(=S)NCCc1ccccc1	51	-4%	-0.3%	2%	38%	i	8%	3	52	634	-0.4	-10%
16	COC(=O)c1ccccc1CCC(C)=O	40	-5%	0.5%	20%	0%	i	6%	nt	7	nt	0.3	10%
17	CCn1nc(C)c(CNC(=O)c2cc(COc3ccccc3SC)on2)c1C	59	-8%	-0.1%	-16%	7%	i	-4%	-2	37	692	1.1	10%
18	CC1(C)C(c2cccs2)=NC(c2ccccc2)N1O (centres undefined)	67	-8%	-0.1%	-8%	5%	i	0%	nt	53	nt	1.1	6%
19	CC(=O)OC(C(=O)NCc1ccc(F)cc1)c1ccccn1 (centres undefined)	40	-2%	-0.2%	2%	23%	i	-9%	nt	29	nt	-0.1	16%
20	COc1ccc(C(=O)Nc2cccc(-c3nc4ncccc4o3)c2C)cc1	44	-6%	-0.1%	2%	0%	i	5%	9	35	815	0.2	7%
21	O=C(Cc1ccc(S(=O)(=O)N2CCOCC2)s1)N1CCN(c2cccc(C(F)(F)F)c2)CC1	62	3%	0.0%	0%	14%	i	5%	-5	25	724	3.0	4%
22	CCc1cc2c(=O)nc3n(c2s1)Cc1ccccc1/C3=C(/O)c1ccccc1Cl	65	1%	-0.1%	-8%	33%	i	-12%	0	51	758	4.2	3%
23	COCCn1c(=S)[nH]c2cc(C(=O)N3CCCC(C)C3)ccc2c1=O (centres undefined)	70	-3%	0.3%	-8%	8%	i	-6%	4	26	701	1.9	6%
24	Cc1nnc(SCC(=O)N/N=C/c2cn(-c3ccccc3)nc2-c2ccc(F)cc2)n1-c1ccccc1	72	4%	-0.1%	5%	3%	i	2%	nt	12	nt	3.0	1%
25	CCc1c(O)nc(SCC(=O)N2CCc3cc(OC)c(OC)cc3[C@@H]2C)[nH]c1=O	85	-5%	-0.2%	-9%	20%	i	-4%	-2	59	836	-1.1	2%
26	O=C(Cc1ccccc1F)NNC(=O)c1ccncc1	67	-6%	0.2%	13%	17%	i	14%	10	20	651	-1.0	3%
27	O=C(c1ccc(F)cc1)N1CCN(c2ccc([N+](=O)[O-])c(N3CCOCC3)c2)CC1	48	-4%	0.1%	4%	-3%	i	0%	-7	45	731	-0.5	2%
28	COc1ccc(NC(=O)c2ccc(Br)c(S(=O)(=O)N3CCOCC3)c2)cc1	53	-2%	-0.1%	-4%	-4%	i	27%	-4	2	849	1.4	6%
29	Cc1ccc(C2C(C(=O)c3cc4ccccc4o3)=C(O)C(=O)N2CCN2CCOCC2)o1 (centres undefined)	70	-4%	-0.2%	2%	8%	i	-3%	1	13	693	-0.6	4%
30	Cc1ccc(NC(=O)c2cc(S(=O)(=O)N3CCOCC3)cn2C)cc1F	67	-12%	0.6%	-3%	-1%	i	-2%	-4	29	777	-0.5	-5%
31	COc1ccc(C(CC(=O)N2CCOCC2)C(C)C)cc1 (centres undefined)	50	-1%	0.4%	-4%	1%	i	-8%	7	48	692	2.7	0%
32	O=C(NCCCN1CCOCC1)c1coc2ccccc2c1=O	33	-6%	0.3%	3%	5%	i	13%	nt	35	nt	-1.4	12%
33	CC1=C(C(=O)OC(C)C)C(/C=C/c2ccccc2)NC(=O)N1 (centres undefined)	49	-8%	0.2%	1%	nt	i	2%	nt	44	nt	0.3	5%
34	CC1CCCCN1C(=O)NC1CC(=O)N(c2ccc3c(c2)OCCO3)C1 (centres undefined)	68	nt	nt	nt	4%	i	nt	nt	48	nt	-0.1	5%
35	CC(=O)c1cccc(NC(=O)C2CCN(S(=O)(=O)c3c(C)n[nH]c3C)CC2)c1	67	-12%	-0.1%	-11%	-2%	i	0%	nt	49	nt	1.3	7%
36	COc1ccccc1S(=O)(=O)Cc1ccc(C(=O)NCc2cccnc2)o1	47	-7%	0.2%	6%	8%	i	6%	nt	65	nt	4.5	4%
37	CN(C)c1ccc(/C=C/C(=O)c2ccccc2)cc1[N+](=O)[O-]	52	5%	-0.4%	7%	1%	i	-1%	-10	34	515	27	8%
38	CCCC(=O)C1=C(O)C(C(=O)OC)C(C)(C)CC1=NCCc1ccccc1 (centres undefined)	53	-7%	0.2%	2%	9%	i	8%	-11	34	768	4.2	1%
39	O=C(Cn1cnc2cc([N+](=O)[O-])ccc2c1=O)NC(c1ccccc1)c1ccccc1	88	-3%	1.1%	5%	6%	i	14%	11	30	651	1.4	3%
40	Cc1cc(C)cc(-n2ncc3c2CCCC3NC(=O)CCN2Cc3ccccc3C2=O)c1 (centres undefined)	84	3%	-0.1%	0%	11%	i	0%	2	64	614	0.3	7%
41	COc1cc(C)nn1-c1ccc(Cl)cc1	53	7%	-0.3%	3%	6%	i	-9%	2	22	716	-1.1	8%
42	CCOC(=O)c1ccc(NC(=O)NNC(=O)CCc2ccc(OC)cc2)cc1	56	-4%	-0.1%	14%	11%	i	8%	-1	55	828	0.2	8%
43	Cc1ccccc1NC(=O)c1ccc(CN2CC(=O)N3CCCCC3C2=O)cc1 (centres undefined)	47	-6%	-0.1%	-10%	3%	i	6%	-1	26	771	0.8	12%
44	Brc1ccc(N=Nc2ccc3ccccc3n2)cc1	48	-1%	0.6%	12%	7%	i	-16%	10	42	740	0.4	7%
45	CC(C)(C)OC(=O)CN1C(=O)S/C(=C\c2ccc(-c3cccc(C(=O)O)c3)o2)C1=O	56	-10%	4.2µM*	0%	33%	i	18%	5	59	797	0.1	nt
46	O=C(O)CSc1nc(-c2ccccc2)nc2c1CCCC2	51	-3%	-0.3%	-7%	13%	i	-13%	-13	52	684	0.2	-2%
47	NC(=O)c1cc2cc(Br)ccc2o/c1=N/NC(=O)c1cccc(F)c1	86	-4%	-0.2%	-5%	4%	i	6%	-6	31	793	-0.5	4%

5 structures already listed, ordered by molar mass, falling:
entry	SMILES	NTR1 ag cell count 20 µM	LYP phosphatase	GPR55 activation	GPR35 antagonists	SV40 large T antigen	T cell HTS	GPR55 antagonists	Hep lipid drop	T cell HTS vesicle-bound %	Hep lipid drop cells 6.5 µM	NTR1 ag	MgcRacGAP inhibition
40	Cc1cc(C)cc(-n2ncc3c2CCCC3NC(=O)CCN2Cc3ccccc3C2=O)c1 (centres undefined)	84	3%	-0.1%	0%	11%	i	0%	2	64	614	0.3	7%
42	CCOC(=O)c1ccc(NC(=O)NNC(=O)CCc2ccc(OC)cc2)cc1	56	-4%	-0.1%	14%	11%	i	8%	-1	55	828	0.2	8%
38	CCCC(=O)C1=C(O)C(C(=O)OC)C(C)(C)CC1=NCCc1ccccc1 (centres undefined)	53	-7%	0.2%	2%	9%	i	8%	-11	34	768	4.2	1%
44	Brc1ccc(N=Nc2ccc3ccccc3n2)cc1	48	-1%	0.6%	12%	7%	i	-16%	10	42	740	0.4	7%
37	CN(C)c1ccc(/C=C/C(=O)c2ccccc2)cc1[N+](=O)[O-]	52	5%	-0.4%	7%	1%	i	-1%	-10	34	515	27	8%

Source: PubChem (several laboratories)
